Bioassay records deposited in PubChem BioAssay by NMMLSC.
AGP1 TOR yeast: modulators of AGP1-GFP expression in yeast TOR pathway, primary screen, cell-based, multiplex flow cytometry, S. cerevisiae, MLPCN library | 3 h; GFP as percent of DMSO wells | GFP response vs DMSO, % at 10 µM | actives 0.02% (n = 320,000) | AID 2066, 2009;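 active = GFP response relative to DMSO above a set limit, near screen average plus 3 SD, cut at about 150% in these data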;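 note: median GFP channel fluorescence of the gated AGP1 strain per well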
VLA-4 inh: inhibition in human VLA-4 binding assay, primary screen, VLA-4 allosteric modulator project, MLPCN library, flow cytometry, VLA-4 expressing cells; Integrin alpha-4 (Homo sapiens), P13612; ligand binding flow cytometry; inhibition, % (about 7 µM as worked out from the volumes in the protocol); actives 0.2% (n = 330,000); AID 2557, 2010; in the data active = inhibition above about 50%
Target sequence (P13612 whole entry, looked up): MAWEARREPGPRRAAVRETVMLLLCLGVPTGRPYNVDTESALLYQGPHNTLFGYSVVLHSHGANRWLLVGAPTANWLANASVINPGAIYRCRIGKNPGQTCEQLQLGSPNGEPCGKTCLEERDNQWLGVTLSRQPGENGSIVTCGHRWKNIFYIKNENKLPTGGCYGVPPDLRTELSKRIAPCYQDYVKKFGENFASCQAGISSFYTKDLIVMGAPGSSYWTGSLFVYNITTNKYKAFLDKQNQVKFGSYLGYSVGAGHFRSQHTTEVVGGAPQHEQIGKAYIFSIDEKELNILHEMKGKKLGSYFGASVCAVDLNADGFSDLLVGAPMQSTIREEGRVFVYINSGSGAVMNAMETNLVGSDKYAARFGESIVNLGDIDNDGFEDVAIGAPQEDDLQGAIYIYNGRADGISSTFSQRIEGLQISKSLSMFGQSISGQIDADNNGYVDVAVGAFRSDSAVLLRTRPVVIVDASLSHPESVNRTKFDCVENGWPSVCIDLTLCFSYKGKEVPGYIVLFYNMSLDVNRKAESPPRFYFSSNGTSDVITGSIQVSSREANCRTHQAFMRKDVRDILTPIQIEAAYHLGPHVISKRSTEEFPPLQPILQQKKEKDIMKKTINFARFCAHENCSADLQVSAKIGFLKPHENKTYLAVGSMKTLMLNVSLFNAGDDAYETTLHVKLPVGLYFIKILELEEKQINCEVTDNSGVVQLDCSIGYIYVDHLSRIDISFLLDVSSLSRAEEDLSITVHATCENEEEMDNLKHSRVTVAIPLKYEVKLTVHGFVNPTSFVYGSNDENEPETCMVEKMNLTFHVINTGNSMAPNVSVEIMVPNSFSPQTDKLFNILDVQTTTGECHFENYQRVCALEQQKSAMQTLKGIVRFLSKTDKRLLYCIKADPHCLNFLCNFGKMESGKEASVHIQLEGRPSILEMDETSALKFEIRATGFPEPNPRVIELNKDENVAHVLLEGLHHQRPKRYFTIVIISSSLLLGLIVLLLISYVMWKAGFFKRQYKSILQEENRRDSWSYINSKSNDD
RPL19A TOR yeast: RPL19A-GFP expression modulators in yeast, primary screen, cell-based, S. cerevisiae, multiplex flow cytometry, MLPCN | actives 0.3% (n = 330,000) | S. cerevisiae RPL19A-GFP strain, 3 h; active compounds read low | percent response vs DMSO, % at 10 µM;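 active = percent response vs DMSO below 50%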;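 note: median channel GFP fluorescence of the barcoded RPL19A-GFP strain; ratio of sample median GFP to plate DMSO average so 100% = DMSO; lower means less RPL19A-GFP as with rapamycin TOR inhibition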
CR mimetic SO: reduction of superoxide in aged yeast, primary screen, HTS; actives 0.18% (n = 330,000); superoxide response (% of plate mean), % at 10 µM; S. cerevisiae aged cells, superoxide DHE fluorescence; active compounds read low;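 active = superoxide response under a set limit, about three screen SD below normal, cut at about 65% in these data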;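 note: yeast aged for seven days with compound at 30 °C before DHE staining; 100% = average MFI of all compound-treated wells on the plate with controls excluded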
LAP4-GFP MLPCN: modulators of LAP4-GFP expression in yeast, primary screen, S. cerevisiae, multiplex flow cytometry, MLPCN library | 3 h; median GFP as percent of DMSO wells | GFP response vs DMSO, % at 10 µM | actives 0.34% (n = 320,000) | AID 2023, 2009;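 active = GFP response vs DMSO above a set limit, about the screen mean plus 3 SD, cut at about 150% in these data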
MEP2-GFP yeast: modulators of MEP2-GFP levels in yeast, primary screen, S. cerevisiae, multiplex flow cytometry, MLPCN library; S. cerevisiae MEP2-GFP strain, 3 h; 100% = DMSO control level; GFP response vs DMSO, % at 10 µM; actives 0.51% (n = 330,000); AID 2016, 2009;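 active = GFP response versus DMSO above a set limit, roughly screen mean plus 3 SD, cut at about 180% in these data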;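 note: median GFP fluorescence of the barcode-gated MEP2-GFP cells per well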
CIT2 TOR yeast: modulators of CIT2-GFP expression in yeast, primary screen, S. cerevisiae, GFP fusion, multiplex flow cytometry, MLPCN library; S. cerevisiae CIT2-GFP strain, 3 h; 100 means same as DMSO wells; GFP response vs DMSO, % at 10 µM; actives 0.065% (n = 320,000); AID 2029, 2009;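 active = GFP response relative to DMSO above a set limit, near the screen mean plus 3 SD, cut at about 150% in these data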;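 note: ratio of well median GFP fluorescence to mean of DMSO wells on the plate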
GRK2 inh: compounds blocking aptamer binding on GRK2 – biochemical, human GRK2, bead flow cytometry, HTS, primary screen; Beta-adrenergic receptor kinase 1 (Homo sapiens), P25098; FAM-aptamer displacement from GRK2; inhibition of aptamer binding, % at 10 µM; actives 0.59% (n = 330,000); AID 488847, 2010;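 active = inhibition of aptamer binding above 40%, roughly 3 SD of noise, on plates passing a quality check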;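 note: median bead fluorescence of bound FAM aptamer so fluorescent compounds give negative values; no value below 0 was filed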
Numbers without * were called inactive; i = inactive; . = no result given. Hits appear at their usual frequency; overall some 1.7% were active at least once.

Every second line gives: AGP1 TOR yeast, VLA-4 inh, RPL19A TOR yeast, CR mimetic SO, LAP4-GFP MLPCN, MEP2-GFP yeast, CIT2 TOR yeast, GRK2 inh
- CC(C)c1cc(C(=O)N/N=C/c2cccnc2)n[nH]1
  99, 3, 103, 103, 91, 79, 116, 2
- Cc1ccc(C)c(NC(=O)CSc2nnc(-c3ccncc3)n2N)c1
  101, -4, 99, 99, 94, 100, 100, 6
- NC(=O)Cc1cn(-c2ncc(C(F)(F)F)cc2Cl)c2ccccc12
  91, -6, 92, 92, 96, 94, 87, 2
- CN1CCN(NC(=O)c2ccc(Br)c(S(=O)(=O)N3CCOCC3)c2)CC1
  95, 0, 99, 89, 97, 97, 94, 0
- COc1ccccc1OCCNC(=O)CN(c1cccc(C)c1)S(=O)(=O)c1ccccc1
  98, -20, 100, 98, 95, 102, 111, 2
- Cc1cc(OCC(=O)NCCN2CCOCC2)ccc1Br
  102, -1, 100, 107, 93, 99, ., 2
- CCOc1ccc(C(=O)Nc2c3c(nn2C(C)(C)C)CSC3)cc1OCC
  104, -3, 98, 93, 98, 100, 105, 1
- CN(CC(=O)NC1CCCc2ccccc21)C1CCCCC1 (stereo unspecified)
  124, 2, 107, 104, 108, 105, 117, 1
- CC1(c2ccccc2)NC(=O)N(CC(=O)Nc2nc(-c3ccccn3)cs2)C1=O (stereo unspecified)
  114, 9, 102, 101, 116, 98, 95, 0
- CSCCC(NC(=O)COc1ccccc1)C(=O)N1CCCCCC1 (stereo unspecified)
  108, 41, 100, 108, 102, 104, 102, 4
- COC(=O)CC1SC(=O)NC1=Nc1ccc(O)cc1 (stereo unspecified)
  65, 5, 98, 98, 100, 114, 121, 0
- Cc1ccsc1/C=N/Nc1ccc(F)cc1F
  107, -3, 110, 79, 88, 108, 116, 0
- CCN(C1CCCCC1)S(=O)(=O)c1cc(C)ccc1OC
  102, 4, 99, 91, 97, 99, 95, 1
- O=C(Cc1ccccc1)NCC1OCCc2ccccc21 (stereo unspecified)
  103, 1, 99, 115, 122, 95, 85, 0
- O=C(Nc1nnc(CCc2ccccc2)s1)c1ccccc1F
  91, 3, 99, 111, 91, 106, 100, 0

Ordered by value in VLA-4 inh (descending): seven of the compounds above.
| canonical_smiles | VLA-4 inh |
| --- | --- |
| CC1(c2ccccc2)NC(=O)N(CC(=O)Nc2nc(-c3ccccn3)cs2)C1=O (stereo unspecified) | 9 |
| COC(=O)CC1SC(=O)NC1=Nc1ccc(O)cc1 (stereo unspecified) | 5 |
| CCN(C1CCCCC1)S(=O)(=O)c1cc(C)ccc1OC | 4 |
| CC(C)c1cc(C(=O)N/N=C/c2cccnc2)n[nH]1 | 3 |
| O=C(Cc1ccccc1)NCC1OCCc2ccccc21 (stereo unspecified) | 1 |
| Cc1cc(OCC(=O)NCCN2CCOCC2)ccc1Br | -1 |
| Cc1ccc(C)c(NC(=O)CSc2nnc(-c3ccncc3)n2N)c1 | -4 |

The main list resumes with the 3 entries that preceded the break.
Every second line gives: AGP1 TOR yeast, VLA-4 inh, RPL19A TOR yeast, CR mimetic SO, LAP4-GFP MLPCN, MEP2-GFP yeast, CIT2 TOR yeast, GRK2 inh
- CCN(C1CCCCC1)S(=O)(=O)c1cc(C)ccc1OC
  102, 4, 99, 91, 97, 99, 95, 1
- O=C(Cc1ccccc1)NCC1OCCc2ccccc21 (stereo unspecified)
  103, 1, 99, 115, 122, 95, 85, 0
- O=C(Nc1nnc(CCc2ccccc2)s1)c1ccccc1F
  91, 3, 99, 111, 91, 106, 100, 0
- CCc1noc(C)c1C(=O)OCC(=O)Nc1ccc(F)cc1Cl
  95, 3, 93, 100, 93, 100, 89, 3
- O=C(NC1CCCCC1)C(c1ccc(F)cc1)N(C(=O)c1csnn1)C1CCCC1 (stereo unspecified)
  103, 19, 101, 103, 103, 105, 99, 1
- CCc1[nH]nc2c1C1(CCN(C(=O)OCc3ccccc3)CC1)C(C#N)=C(N)O2
  95, -7, 99, 95, 100, 107, 111, 0
- N#Cc1c(/N=C/c2cccs2)sc2c1CCC2
  100, 10, 104, 97, 105, 107, 96, 0
- O=C(N/N=C/C=C/c1ccc(Br)cc1)C(O)c1ccccc1 (stereo unspecified)
  102, -8, 101, 127, 91, 98, 100, 0
- CC(C)Sc1nc2sccc2c(=O)n1-c1ccccc1
  100, -21, 106, 88, 99, 101, 99, 31
- COc1ccc(NCc2nnc(SCC(=O)NNC(=O)c3ccc(C)cc3)n2C)cc1
  109, -6, 102, 89, 102, 104, 94, 0
- COc1ccc(CN(C)CC(=O)Nc2cc(OC)c([N+](=O)[O-])cc2C)c(OC)c1
  103, -7, 107, 93, 96, 110, 118, 0
- O=C(COc1cc2oc(=O)c3c(c2cc1Cl)CCC3)NCc1ccccn1
  104, -9, 105, 103, 107, 106, 97, 1
- CCCCC(=O)Nc1ccc(NC(=O)CCCC)nc1
  74, -7, 99, 99, 98, 107, 91, 0
- COc1ccc(CC(=O)Oc2ccc(C)cc2C)cc1
  106, 6, 100, 92, 96, 105, 109, 0
- COc1cc(NC(=S)N2CCN(c3ccccn3)CC2)cc(OC)c1OC
  107, 11, 110, 114, 90, 104, 108, 0
- CC(=O)Nc1ccc(NS(=O)(=O)c2cccc3nonc23)cc1
  103, -1, 108, 102, 100, 105, 109, 2
- Cc1cc(NC(=O)Nc2ccc(Cl)cc2)n(C(C)(C)C)n1
  96, -16, 99, 89, 97, 107, 101, 0
- Cc1ccc(Nc2nc(N)c([N+](=O)[O-])c(NCc3ccco3)n2)cc1
  97, 26, 100, 119, 100, 105, 97, 1
- COc1ccccc1NC(=O)NC1(C(=O)N2CCCCC2)CCCCC1
  87, 6, 91, 99, 78, 100, 104, 4
- Cc1ccc(S(=O)(=O)c2nnn3c2nc(N2CCC(C(N)=O)CC2)c2ccccc23)cc1C
  103, -5, 95, 110, 106, 111, 97, 1
- C(=N\N1CCN(c2ccccn2)CC1)/c1cccc2ccccc12
  102, 3, 96, 96, 108, 100, 102, 0
- Cc1ccc(C(=O)c2coc3ccc(O)c(CN4CCN(C)CC4)c23)cc1
  98, -11, 101, 96, 92, 103, 99, 0
- COc1cc(CN2CCNC(=O)C2CC(=O)NC2CCCC2)cc(OC)c1 (stereo unspecified)
  93, 0, 106, 117, 78, 99, 92, 0
- Cc1cc(Br)c(NC(=O)CCl)c(Br)c1
  96, 12, 100, 110, 89, 95, 95, 4
- Cc1cc(C)cc(NS(=O)(=O)c2c(C)[nH]c(=O)[nH]c2=O)c1
  95, -4, 99, 98, 87, 103, 101, 2
- CCCc1nc(NCC2CCCO2)c2nnn(Cc3ccccc3)c2n1 (stereo unspecified)
  ., -6, 108, 93, 115, 121, 106, 0
- Cc1cnc(C(=O)OCc2csc(CC(=O)Nc3ccccc3C)n2)cn1
  81, -6, 90, 80, 81, 85, 87, 3
- O=c1cc(O)nc2n1CCCS2
  101, 2, 100, 102, 97, 104, 97, 0
- CCN1C(=O)[C@H]2[C@@H](c3ccc(-c4ccc(C(C)=O)cc4)cc3)N[C@@](C)(C(=O)OC)[C@H]2C1=O
  100, 17, 97, 99, 103, 98, 91, 0
- CCCn1c(SCC(=O)Nc2ccc3c(c2)OCO3)n[nH]c1=O
  92, -5, 91, 90, 83, 89, 98, 0
- N#Cc1cnn(-c2ncnc3sc4c(c23)CCCC4)c1N
  95, 10, 97, 105, 95, 94, 79, 0
- N#Cc1ccccc1OCC(=O)Nc1ccc(S(=O)(=O)N2CCOCC2)cc1
  100, -8, 99, 110, 96, 111, 123, 1
- CC1=C(C)CC2C(=O)N(c3cccc4ccccc34)C(=O)C2C1 (stereo unspecified)
  104, 4, 97, 101, 147, 95, 100, 2

Overlap with the part before: two compounds, then new ones.
Every second line gives: AGP1 TOR yeast, VLA-4 inh, RPL19A TOR yeast, CR mimetic SO, LAP4-GFP MLPCN, MEP2-GFP yeast, CIT2 TOR yeast, GRK2 inh
- N#Cc1ccccc1OCC(=O)Nc1ccc(S(=O)(=O)N2CCOCC2)cc1
  100, -8, 99, 110, 96, 111, 123, 1
- CC1=C(C)CC2C(=O)N(c3cccc4ccccc34)C(=O)C2C1 (stereo unspecified)
  104, 4, 97, 101, 147, 95, 100, 2
- O=[N+]([O-])c1cccc(/C=N/N=C\c2ccccc2)c1
  106, -6, 104, 105, 98, 98, 99, 3
- CC1CCN(C(=O)CSc2nc3c(c(=O)n2C)SCC3)CC1
  100, -26, 101, 96, 98, 98, 101, 1
- CCOc1ccc2nc(NC(=O)c3ccoc3C)sc2c1
  ., -167, 95, 108, 134, 142, 113, 4
- CCCn1c(SCC(=O)Nc2ccc(NC(C)=O)cc2)nc2c1c(=O)n(C)c(=O)n2C
  96, -5, 104, 109, 88, 98, 101, 0
- CC(Oc1ccc(Br)cc1)C(=O)NCCCN1CCCC1=O (stereo unspecified)
  92, 7, 94, 90, 87, 87, 89, 3
- CCOC(=O)[C@H]1[C@H]2COc3ccc(Br)cc3[C@H]2N2C(=O)CNC(=O)[C@@]12C
  99, 12, 96, 106, 93, 94, 99, 0
- O=C(Nc1ccccc1O)c1cccc(S(=O)(=O)Nc2ccccc2O)c1
  101, -4, 101, 106, 102, 97, 90, 2
- Cc1cc(C)c(C(=O)NC2CCCc3c2cnn3-c2cccc(C)c2C)o1 (stereo unspecified)
  111, 11, 98, 100, 98, 99, 107, 4
- Cc1cc(Br)ccc1OCC(=O)NNC(=O)C(=O)Nc1ccccc1
  105, 5, 100, 107, 108, 101, 97, 0
- CCC(C(=O)NCc1ccc(OC)cc1)n1nc(C)n2c(cc3occc32)c1=O (stereo unspecified)
  108, i, 98, 112, 107, 102, 101, 2
